Yp Topo-I inh – inhibitors of Yersinia pestis topoisomerase I | Y. pestis Topo-I cleavage product accumulation, plate reader | activity, % at 10 µM | actives 0.064% (n = 360,000) | AID 504884; in the data active means activity above about 50%, passing the limit was not always enough; inconclusive means no clear call, values can overlap the other calls; further: inactives centre near 2
TcdB GH inh – inhibitors of Clostridioides difficile toxin B glycohydrolase | P18177 | TcdB glycohydrolase enzymatic assay, plate reader | inhibition, % at 9.99 µM | actives 0.24% (n = 350,000) | AID 652162; in the data active means inhibition above about 10%
FadD28 FP inh – blocks FadD28 binding to the bisubstrate probe | fluorescence polarization | inhibition, % at 12.5 µM | actives 0.22% (n = 360,000); in the data active means inhibition above about 8.5%, passing the limit was not always enough; inconclusive means no clear call, values can overlap the other calls
BoNT A protease – blocks Botulinum neurotoxin A light chain protease; multiplex microsphere protease substrate cleavage, flow cytometry; inhibition, % at 10 µM; actives 0.17% (n = 360,000); AID 588499; further: plate controls were buffer without enzyme for full effect and enzyme alone for no effect
PfHsp40 rescue – compounds rescuing yeast from Plasmodium falciparum HSP40 toxicity. growth rescue, % at 12.5 µM. S. cerevisiae expressing PfHsp40, growth rescue, ATP luminescence. actives 0.68% (n = 340,000); in the data active means growth rescue above about 28%, passing the limit was not always enough; inconclusive means no clear call, values can overlap the other calls;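 further: yeast W303a lacking pdr1 and pdr3 grown in galactose medium; growth measured after three days at 30 °C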
PrPC surface inh – reduces human prion protein on the cell surface. cell surface PrPC, TR-FRET read-out. P04156. inhibition, % at 13.8 µM. actives 0.43% (n = 370,000); in the data active means inhibition above about 24%; further: 0% = median of the test wells and 100% = reference compound wells
CCHF vOTU inh – CCHFV vOTU protease inhibition. Pep-AMC fluorescence. inhibition, % at 11.5 µM. actives 0.55% (n = 370,000). AID 651958; in the data active means inhibition above about 30%; further: 0% = vehicle wells with enzyme and 100% = no enzyme wells
Anthrax LF prot – blocks Bacillus anthracis lethal factor protease | multiplex microsphere protease cleavage assay, LF | inhibition, % at 10 µM | actives 0.12% (n = 360,000); further: plate controls were buffer without enzyme for full effect and enzyme alone for no effect
Target sequence (P15917 whole entry, looked up): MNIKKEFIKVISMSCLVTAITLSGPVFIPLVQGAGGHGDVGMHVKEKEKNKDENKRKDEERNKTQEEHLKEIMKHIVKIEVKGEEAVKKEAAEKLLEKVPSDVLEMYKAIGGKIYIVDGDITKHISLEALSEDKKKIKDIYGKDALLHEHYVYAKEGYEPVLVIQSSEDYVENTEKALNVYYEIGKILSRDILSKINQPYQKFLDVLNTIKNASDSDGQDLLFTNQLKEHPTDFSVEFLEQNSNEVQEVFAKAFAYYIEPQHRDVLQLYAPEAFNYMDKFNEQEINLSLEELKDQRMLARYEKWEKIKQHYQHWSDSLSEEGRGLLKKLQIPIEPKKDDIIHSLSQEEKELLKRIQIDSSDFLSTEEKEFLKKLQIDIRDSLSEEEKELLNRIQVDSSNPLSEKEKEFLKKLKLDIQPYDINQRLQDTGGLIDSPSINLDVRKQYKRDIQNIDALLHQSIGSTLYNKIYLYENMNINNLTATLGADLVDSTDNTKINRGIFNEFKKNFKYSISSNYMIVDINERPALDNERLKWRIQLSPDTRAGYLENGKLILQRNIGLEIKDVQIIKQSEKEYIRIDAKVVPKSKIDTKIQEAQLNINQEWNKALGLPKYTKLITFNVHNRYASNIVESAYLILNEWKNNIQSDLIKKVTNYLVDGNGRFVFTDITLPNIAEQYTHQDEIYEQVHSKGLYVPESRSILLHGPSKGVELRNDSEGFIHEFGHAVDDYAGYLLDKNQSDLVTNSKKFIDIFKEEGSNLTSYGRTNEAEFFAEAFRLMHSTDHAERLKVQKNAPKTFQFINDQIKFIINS
BoNT F protease – inhibitors of Botulinum neurotoxin F light chain protease. Multiplex microsphere protease cleavage assay, flow cytometry. inhibition, % at 10 µM. actives 0.22% (n = 360,000). AID 588497; in the data active means inhibition above about 35%, passing the limit was not always enough; inconclusive means no clear call, values can overlap the other calls; further: plate controls were buffer without enzyme for full effect and enzyme alone for no effect
* = called active by the depositor; ? = inconclusive; . = no result given. Unless noted, no stated cut-off is given here; in the data, active means inhibition above about 30%; inconclusive means no clear call, values can overlap the other calls; inactive means below that.

Order of results – FadD28 FP inh, Yp Topo-I inh, PrPC surface inh, PfHsp40 rescue, TcdB GH inh, BoNT F protease, CCHF vOTU inh, Anthrax LF prot, BoNT A protease
> COc1cc(C(=O)N2CCN(S(=O)(=O)c3cccc(F)c3)CC2)ccc1OCC(=O)N1CCOCC1
    -0.6, -1.8, -4.4, 0.5, -0.2, -4.6, -12.7, -3.2, -2.0
> CCC(C)NC(=O)CN1C(=O)c2cccc3cccc1c23 (configuration not stated)
    -1.6, -12.4, -4.2, 0.1, -14.2, -7.1, -7.4, 2.6, 2.2
> CCCCOc1ccccc1P(=O)(O)CP(=O)(c1ccccc1)c1ccccc1
    -1.1, 7.4, 3.8, -0.8, ., -1.0, -6.2, 0.2, 0.1
> COc1cccc(/C=C/C(=O)OCC(=O)NC2CCCCCC2)c1
    -0.7, 35.8, 9.6, ., -11.2, 5.2, -4.4, -4.6, -0.2
> COc1ccc(-c2ccc3oc(-c4ccsc4)cc3c2)cc1
    -1.6, -0.5, -4.6, -0.8, 0.0, 0.1, -8.5, -2.6, -0.4
> O=C(Nc1ccccc1C(=O)N1CCCCC1)c1ccco1
    -0.6, -9.3, -3.6, -0.1, -3.7, 0.6, 18.6, -2.0, -0.8
> CNC(=O)c1[nH]cnc1C(=O)NCC(=O)OCc1ccccc1
    0.1, 11.8, -3.1, -1.0, 1.3, -4.0, 9.4, -4.9, -0.3
> COc1cc(-c2nc(-c3cccc(C(F)(F)F)c3)no2)cc(OC)c1OC
    -2.4, 6.1, -2.6, 0.6, ., -10.6, -2.4, -2.9, -0.2
> CS(=O)(=O)c1sc(C#N)c2c1C(=O)CC(c1ccccc1)C2 (configuration not stated)
    -3.1, 5.4, 50.6*, 1.6, -1.5, 22.7, -2.0, 2.3, -0.9
> COc1ccc2c(c1)c1nnc(SCC(=O)N3CCCCC3C)nc1n2C (configuration not stated)
    -0.1, 3.8, -22.2, -0.1, ., -4.7, 8.9, 0.8, -0.7
> Cc1cccc(C)c1OCCCN1CCOCC1
    -1.6, -15.1, ., -2.9, 0.8, 0.2, ., 0.9, 0.7
> CCN(C(=O)COC(=O)c1n[nH]c2ccccc12)c1ccccc1
    -2.3, 10.3, -4.6, 0.6, -0.9, -0.4, 4.0, 3.5, -4.4
> CCCCC(=O)N/N=C/c1c(O)n(CCC2=CCCCC2)c(=O)[nH]c1=O
    -0.7, 18.1, 8.3, ., 1.0, ?, -10.1, 7.0, -0.8
> CC(C)(C)NC(=O)C(c1ccco1)N(Cc1ccc2c(c1)OCO2)C(=O)Cn1nnc2ccccc21 (configuration not stated)
    -3.5, 21.9, 3.0, -0.3, ., -4.1, 5.9, -5.3, -0.3
> CCCCn1c(N)c(N(CC)C(=O)c2ccncc2)c(=O)[nH]c1=O
    1.4, 0.6, -5.4, -0.1, 0.6, -2.8, -2.5, -3.5, 2.6
> COc1ccccc1OCC(=O)Nc1ccc2c(c1)OCO2
    -0.7, 8.4, 7.4, -0.2, 1.3, -10.7, -11.1, 7.7, -3.1
> COc1ccc(OC2C(=O)N(CCc3ccc(OC)c(OC)c3)C2c2ccc3c(c2)OCO3)cc1 (configuration not stated)
    -1.6, 1.3, -2.4, 1.9, ., ., 0.5, ., .
> CC(C)CC(=O)C1CCCN(C(=O)c2ccc3oc(Cc4ccccc4)nc3c2)C1 (configuration not stated)
    -1.0, 46.6, 10.0, -1.0, 0.6, 0.8, -8.1, -4.0, 2.3
> O=S(=O)(Oc1ccccc1N1CCCCC1)c1ccccc1
    -1.7, 25.5, -12.2, 0.4, 3.6, ?, 8.0, 2.6, -3.2
> CCc1ccc(N(C(=O)c2csnn2)C(C(=O)NCc2ccccc2)c2ccco2)cc1 (configuration not stated)
    0.7, 20.8, 8.8, 1.9, ., 3.0, 5.8, 3.5, 0.6
> O=C(Cc1ccccc1)NC(=S)Nc1cc(C(F)(F)F)ccc1Cl
    -0.2, 19.4, 7.2, 0.5, ., -4.6, 4.3, -1.0, -0.3
> COc1ccc(S(=O)(=O)NCC2CCCO2)cc1C(=O)O (configuration not stated)
    -0.8, 0.6, -1.1, -1.0, -0.4, -1.7, -8.6, -7.0, -1.4
> Cc1cc(NC(=O)CSc2nc3ccccc3n2CC(=O)N2CCC(C)CC2)no1
    -4.2, -5.3, -0.3, -1.8, ., 10.4, 5.5, 1.8, 0.4
> CN1CC[C@@]2([C@@]34CCN(C)C3Nc3ccccc34)c3ccccc3NC12 (some centres not stated)
    -0.4, -10.1, -6.3, 0.0, -5.6, 4.8, 5.6, -1.4, 0.1
> COc1cc(CNc2ccccc2Oc2cc(=O)n(C)c(=O)n2C)cc(OC)c1OC
    -0.4, 21.4, -12.2, 0.5, ., -3.8, 6.4, 2.4, 0.4
> NS(=O)(=O)c1ccc(CNC(=O)Cc2ccsc2)cc1
    -3.8, 3.6, 7.6, -0.9, 1.3, -12.6, 5.6, -1.6, -4.2
> Cc1nn(S(=O)(=O)c2ccc([N+](=O)[O-])cc2)c(C)c1Sc1ccccc1
    -4.3, -14.5, -3.1, 0.7, ., -13.1, -9.8, -1.9, 0.2
> COc1ccc(CCC(=O)Nc2cc(S(C)(=O)=O)ccc2Cl)cc1
    -5.8, 4.5, ., 3.4, ., -4.2, ., 7.4, -1.5
> COc1ccc(OC)c(NC(=O)CSc2nnc(Cc3cccn3C)n2CCc2ccccc2)c1
    0.6, 15.4, 2.8, 0.8, ., -5.2, -1.1, -8.4, -1.8
> CNc1nc(NC)c2cn[nH]c2n1
    0.8, 1.9, 10.5, -1.3, -0.1, -3.4, -22.5, 4.6, 0.2
> CCCC(c1nnnn1CCOC)N1CCN(Cc2ccccc2)CC1 (configuration not stated)
    -1.7, 1.3, -6.0, -0.2, ., 33.7, 3.6, -2.0, 1.9
> O=C(O)/C=C/C(=O)NCCCc1ccccc1
    -5.1, -9.3, 8.4, -1.5, 1.3, 6.6, -6.9, -1.2, -0.4
> O=C(COC(=O)/C=C/c1cccc(C(F)(F)F)c1)NC(c1ccccc1)c1ccccc1
    -0.7, -0.2, -3.1, -0.1, ., -10.8, -13.1, -4.6, -0.5
> CCOC(=O)C1CCN(S(=O)(=O)c2ccc(OC)c(C(=O)N3CCCCCC3)c2)CC1
    -3.3, 2.6, -5.5, 0.0, 4.1, -2.8, 17.4, -0.6, 1.5
> CC(=O)Oc1ccc2occ(-c3ccccc3)c2c1
    -2.9, 7.3, -3.4, 0.5, -0.5, -0.8, 13.4, 5.2, 0.1
> Cc1ccc(C)c(-n2c(SCC(=O)N3CCC(C(=O)O)CC3)nnc2-c2cccc(Cl)c2)c1
    -5.0, 2.4, 6.9, -1.0, 1.3, 0.9, -4.7, 0.7, -0.6
> COCCNC(=O)c1cc(S(=O)(=O)N2CCCCC2)ccc1N1CCOCC1
    0.5, 1.3, -4.9, -0.3, 0.9, -5.1, 9.4, 0.7, -2.7
> O=C(CN1c2ccccc2S(=O)(=O)c2ccccc21)NCc1ccc(F)cc1
    -4.2, 4.7, -0.7, -0.3, -1.0, -5.2, 9.8, -1.3, -1.5
> COC(=O)c1ccc(C)c(NC(=O)CN2C(=O)c3ccccc3S2(=O)=O)c1
    -2.1, -2.6, -0.4, 0.9, ., -3.8, 10.2, -1.4, 0.3
> CCOC(=O)C1CCCN(C(=S)Nc2ccc(F)cc2)C1 (configuration not stated)
    -3.1, 2.8, 6.8, -0.5, 0.8, 0.2, 2.6, -5.9, -0.6

Already shown: entries from further up.
Order of results – FadD28 FP inh, Yp Topo-I inh, PrPC surface inh, PfHsp40 rescue, TcdB GH inh, BoNT F protease, CCHF vOTU inh, Anthrax LF prot, BoNT A protease
> O=C(Cc1ccccc1)NC(=S)Nc1cc(C(F)(F)F)ccc1Cl
    -0.2, 19.4, 7.2, 0.5, ., -4.6, 4.3, -1.0, -0.3
> COc1ccc(S(=O)(=O)NCC2CCCO2)cc1C(=O)O (configuration not stated)
    -0.8, 0.6, -1.1, -1.0, -0.4, -1.7, -8.6, -7.0, -1.4

The list goes on.
Order of results – FadD28 FP inh, Yp Topo-I inh, PrPC surface inh, PfHsp40 rescue, TcdB GH inh, BoNT F protease, CCHF vOTU inh, Anthrax LF prot, BoNT A protease
> Cc1cc(C)c(S(=O)(=O)/N=C2\C=CC(=O)C(Cl)=C2)c(C)c1
    2.3, -28.2, ., 0.1, ., -4.5, ., -1.8, -0.1
> CC(C)(C)OC(=O)C[C@@H]1C/C=C\C[C@@H](CC(=O)N[C@@H](CO)Cc2ccccc2)C(=O)NCCOC1=O
    0.4, 24.4, -1.0, -1.0, -0.8, -0.8, -0.5, -0.1, -0.3
> Cc1ccc(Cc2cnc(NC(=O)c3ccco3)s2)cc1
    -5.3, 6.3, 8.6, 3.3, ., 1.1, -12.9, -1.6, -0.4
> OCCNCCCCCOc1ccc(F)cc1
    1.3, 3.1, -0.7, -0.5, ., 7.8, -0.7, -5.3, 0.6
> O=C1C(=O)N(c2ccccc2)C(c2ccccc2[N+](=O)[O-])/C1=C(\O)c1ccccc1 (configuration not stated)
    -2.6, -8.5, -7.1, 0.0, 0.0, 0.0, 2.1, -4.6, 0.5
> COc1cc(NC(=O)N[C@@H](Cc2c[nH]c3ccccc23)C(=O)O)c(C(=O)O)cc1OC
    -3.2, -6.6, 1.0, 1.4, -0.7, ?, -6.5, -2.8, 0.6
> COc1cc(CN2CCN(CC3CC3)CC2CCO)cc(OC)c1 (configuration not stated)
    -2.9, -0.5, -9.4, -0.2, 1.3, 2.3, 11.6, -17.9, -8.1
> COc1ccc(C(=O)C2CCCN(S(=O)(=O)c3ccccc3F)C2)c(C)c1 (configuration not stated)
    -2.2, 7.4, 0.2, -1.3, 1.2, -5.8, -1.9, -1.5, -4.5
> C/C(=N\NC(=O)c1nnn(-c2nonc2N)c1CSc1ccc(Cl)cc1)c1ccco1
    1.2, -6.8, 4.0, 9.6, 1.3, -3.5, 12.7, 2.9, 1.4
> O=C(N=C1SC2CS(=O)(=O)CC2N1c1ccc(Cl)c(Cl)c1)C1CCCO1 (configuration not stated)
    0.3, -6.7, -7.5, 0.1, 1.2, 5.6, 12.5, 1.2, -0.1
> N#Cc1cc([N+](=O)[O-])ccc1NC(=O)COC(=O)C1CCC(=O)N1 (configuration not stated)
    -2.0, -1.8, -28.2, 3.1, 0.9, 1.5, 10.2, 5.1, 0.5
> S=C(NCCc1ccccc1)Nc1cccc2cnccc12
    -1.6, 1.1, 10.0, 0.0, -1.0, 10.6, -6.1, 1.9, 1.1
> O=C(Nc1cccc(-c2cn3cccnc3n2)c1)c1cccs1
    -0.6, -7.2, -12.7, -0.6, ., -24.1, -131.9, 1.5, -4.0
> OCCC1CN(Cc2cnc(N3CCCC3)s2)CCN1C1CCCC1 (configuration not stated)
    -3.9, -11.6, -1.7, 0.5, 0.6, -6.6, -5.0, -3.9, -0.8

Molecules from the list above that contain a CF3 group:
Order of results – FadD28 FP inh, Yp Topo-I inh, PrPC surface inh, PfHsp40 rescue, TcdB GH inh, BoNT F protease, CCHF vOTU inh, Anthrax LF prot, BoNT A protease
> COc1cc(-c2nc(-c3cccc(C(F)(F)F)c3)no2)cc(OC)c1OC
    -2.4, 6.1, -2.6, 0.6, ., -10.6, -2.4, -2.9, -0.2
> O=C(Cc1ccccc1)NC(=S)Nc1cc(C(F)(F)F)ccc1Cl
    -0.2, 19.4, 7.2, 0.5, ., -4.6, 4.3, -1.0, -0.3
> O=C(COC(=O)/C=C/c1cccc(C(F)(F)F)c1)NC(c1ccccc1)c1ccccc1
    -0.7, -0.2, -3.1, -0.1, ., -10.8, -13.1, -4.6, -0.5

No enrichment for hits, and some 2.3% of all compounds hit somewhere here.
